Screening data deposited in PubChem by several laboratories.
LMP1 NFkB inh: inhibitors of Epstein-Barr LMP1-induced NF-kappaB reporter. LMP1-induced NF-kappaB luciferase reporter cells, luminescence. inhibition, % at 12.5 µM. 0.69% of 350,000 active; in the data active = inhibition above about 41%;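 also: 0% = neutral control wells and 100% = reference inhibitor control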
SRC3 inh: inhibits human SRC3 coactivator; Q9Y6Q9; HEK293 GAL4-SRC3 luciferase reporter, luminescence; inhibition, % at 3.6 µM; 0.17% of 360,000 active; AID 588352;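 active = inhibition above a per-campaign cutoff, the mean of all compounds plus 3 SD, cut at about 60% in these data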;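 also: 0% = DMSO-treated cells and 100% = gossypol-treated cells at 36 µM; higher means less SRC3-driven luciferase light from the GAL4 reporter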
TLR9-MyD88 block: inhibitors of human TLR9-MyD88 binding; inhibition, % at 4.98 µM; AID 504734; CHO BLA complementation TLR9-MyD88, CCF4 FRET ratio; 0.21% of 340,000 active; Q9NR96+Q99836;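 active = inhibition above the mean over all tested compounds plus 3 SD, cut at about 21% in these data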;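 also: 0% = DMSO only wells and 100% = clavulanate BLA inhibitor control wells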
NOD2 RIPK2 PPI: blocks binding of human NOD2 to RIPK2. 0.38% of 360,000 active. CHO BLA complementation NOD2-RIPK2, CCF4 ratio. inhibition, % at 4.98 µM. O43353; in the data active = inhibition above about 21%;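 also: 0% = vehicle only and 100% = reference blocker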
Target sequence (O43353 whole entry, looked up): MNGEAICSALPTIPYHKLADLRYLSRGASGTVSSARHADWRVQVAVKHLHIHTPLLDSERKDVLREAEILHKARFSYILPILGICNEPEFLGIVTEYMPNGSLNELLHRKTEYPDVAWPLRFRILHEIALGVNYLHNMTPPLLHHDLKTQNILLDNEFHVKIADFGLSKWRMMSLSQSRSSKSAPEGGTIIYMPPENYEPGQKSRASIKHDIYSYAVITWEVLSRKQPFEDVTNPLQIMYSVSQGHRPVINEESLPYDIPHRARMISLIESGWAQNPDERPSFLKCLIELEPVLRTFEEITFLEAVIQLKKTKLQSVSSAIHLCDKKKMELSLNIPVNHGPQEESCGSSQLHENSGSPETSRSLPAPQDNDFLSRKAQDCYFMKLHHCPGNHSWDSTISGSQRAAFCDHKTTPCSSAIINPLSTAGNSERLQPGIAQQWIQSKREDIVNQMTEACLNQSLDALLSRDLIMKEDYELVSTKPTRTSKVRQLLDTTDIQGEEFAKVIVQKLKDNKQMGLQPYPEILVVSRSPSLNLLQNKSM
NCOA2 inhibitor: inhibits human steroid receptor coactivator 2; HEK293 GAL4-SRC2 luciferase reporter, luminescence; inhibition, % at 9 µM; 0.17% of 370,000 active; AID 651957;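 active = inhibition above the mean inhibition of all tested compounds plus 3 SD, set per campaign, cut at about 52% in these data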;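 also: 0% = DMSO treated cells and 100% = cells given Gossypol at 36 µM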
TWEAK-Fn14 inh: TWEAK-Fn14 signaling inhibition | TWEAK-stimulated Fn14 reporter cells, luciferase luminescence, 8 h | inhibition, % at 10 µM | 2% of 360,000 active; in the data active = inhibition above about 50%
NCOA1 inh: inhibits human SRC1 coactivator; Q15788; HEK293 GAL4-SRC1 luciferase reporter, luminescence; inhibition, % at 3.6 µM; 0.12% of 360,000 active;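 active = inhibition above the campaign mean plus 3 SD, with each screening campaign given its own cutoff, cut at about 60% in these data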;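 also: 0% = DMSO treated cells and 100% = gossypol at 36 µM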
COUP-TFII inh: blocks human COUP-TFII nuclear receptor. P24468. HEK293T NGFI-A luciferase reporter, luminescence. inhibition, % at 8.6 µM. 0.7% of 370,000 active;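 active = inhibition above a per-plate cutoff, mean inhibition of test wells between control levels plus 3 SD, cut at about 38% in these data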;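 also: cells cotransfected with COUP-TFII expression vector driving the NGFI-A reporter; 0% = median of COUP-TF2 test wells and 100% = reporter-only cells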
TRAIL sens C8: caspase-8 TRAIL sensitization | NB7+C8 cells + TRAIL, ATPlite viability luminescence | inhibition (viability loss, TRAIL sensitization), % at 10 µM | 1% of 360,000 active | AID 624354;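 active = compounds causing at least 50% loss of cell viability in the single-dose screen, relative to plate controls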
NR5A2 inv ag: NR5A2 inverse agonism in reporter assay | O00482 | HEK293T StAR-luciferase reporter, LRH-1 transfected, 24 h | inhibition, % at 3.6 µM | 0.13% of 360,000 active | AID 602396;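 active = inhibition above the mean inhibition of all tested compounds plus 3 SD, cut at about 73% in these data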;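 also: 0% = DMSO wells and 100% = reporter-only cells lacking LRH-1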
Target sequence (O00482 whole entry, looked up): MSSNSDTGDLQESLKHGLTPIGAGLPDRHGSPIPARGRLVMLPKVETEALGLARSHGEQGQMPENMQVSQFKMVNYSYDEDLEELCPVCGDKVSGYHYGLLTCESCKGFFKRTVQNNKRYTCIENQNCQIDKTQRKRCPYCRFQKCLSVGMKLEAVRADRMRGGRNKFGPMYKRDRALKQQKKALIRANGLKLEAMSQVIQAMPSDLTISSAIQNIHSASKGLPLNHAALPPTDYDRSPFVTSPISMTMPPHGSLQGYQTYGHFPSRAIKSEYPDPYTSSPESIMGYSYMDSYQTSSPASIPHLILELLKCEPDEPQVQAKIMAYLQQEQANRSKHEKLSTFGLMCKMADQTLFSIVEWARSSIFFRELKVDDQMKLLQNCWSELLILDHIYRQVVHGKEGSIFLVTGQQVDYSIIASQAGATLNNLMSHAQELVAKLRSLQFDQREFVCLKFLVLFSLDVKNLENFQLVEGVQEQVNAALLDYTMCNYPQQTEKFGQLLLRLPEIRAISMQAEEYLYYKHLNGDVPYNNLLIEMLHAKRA
TROY NFkB inh: TROY signaling inhibition. Q293 LMP1-TROYcd NF-kB luciferase reporter, 4 h. inhibition, % at 10 µM. 0.98% of 360,000 active. AID 1347056;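 active = compounds whose plate-normalised and pattern-corrected inhibition of the luciferase reporter signal at the single screening dose is 50% or more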
* hit, by the source's call; x = no result given. Not all compounds are listed. The share of hits here may be higher or lower than overall.

no.	structure	LMP1 NFkB inh	SRC3 inh	TLR9-MyD88 block	NOD2 RIPK2 PPI	NCOA2 inhibitor	TWEAK-Fn14 inh	NCOA1 inh	COUP-TFII inh	TRAIL sens C8	NR5A2 inv ag	TROY NFkB inh
1	CCOC(=O)N1CCN(C(=O)Cn2nc(C)n3nc(-c4ccc(CC)cc4)cc3c2=O)CC1	2	0	12	-6	-2	-3	0	-26	33	15	1
2	CC(=O)NC1CC2CCCC(C1)N2CC(=O)N1CCCc2ccccc21 (stereo unspecified)	6	-14	-2	2	13	-7	-15	-8	-7	8	-7
3	OCC(O)CN1CCCC1 (stereo unspecified)	x	10	x	-5	5	-14	-17	-2	-14	7	-20
4	CCCN(CCC)C(=O)C1CCCN1S(=O)(=O)c1cccc2nsnc12 (stereo unspecified)	7	16	1	1	30	5	8	-9	1	19	-6
5	COc1ccc(-n2c(C)cc(C(=O)CN3C(=O)c4ccccc4C3=O)c2C)cc1	-5	-23	-6	-3	-29	-7	-30	-7	1	-22	-77
6	CC1(C)C[C@H]2C3=CCC4[C@@]5(C)CC[C@H](O[C@@H]6O[C@H](C(=O)O)[C@@H](O)[C@H](O)[C@H]6O)[C@@](C)(CO)C5CC[C@@]4(C)[C@]3(C)C[C@H](O)[C@@]2(CO)[C@@H](O)[C@@H]1O (stereo partly specified)	6	-5	0	2	1	5	0	-5	-6	13	57*
7	C[C@H](NC(=O)c1ccco1)C(=O)Nc1cccc([N+](=O)[O-])c1	4	2	-8	-4	10	20	17	25	-7	-3	2
8	O=C(COc1coc(CN2CCc3ccccc32)cc1=O)Nc1ccccc1	-11	-5	2	3	-17	6	-11	-8	-19	-7	-11
9	COCCN(Cc1cc2cc(C)ccc2nc1Cl)C(=O)Nc1ccccc1C	-1	-25	-6	5	10	-36	3	-14	22	-13	1
10	O=C(Nc1cccc(Cl)c1)c1cc(-c2ccco2)on1	-1	-4	-1	0	3	-35	-8	-17	-14	0	-38
11	CCCc1cc(C(=O)Nc2ccc(C(C)=O)cc2)no1	1	-7	-16	-17	-48	-9	5	-12	-2	9	-33
12	CC(=O)c1cccc(NC(=O)CN(C)S(=O)(=O)c2ccc3c(c2)CC(C)N3C(C)=O)c1 (stereo unspecified)	-5	14	0	-7	-2	17	18	-6	-14	-3	4
13	CC(C)CC(=O)c1c(O)c(C=O)c(O)c2c1O[C@@]1(C)[C@@H](C2)C[C@H]2C[C@@H]1C2(C)C	-3	18	-1	-12	-41	34	-31	7	20	5	5
14	CCOC(=O)N1CCC(c2nc(C)sc2C(=O)O)CC1	-3	-13	-21	-11	13	3	-8	14	-1	26	2
15	CCOc1cc(/C=N/Nc2nc(C)cc(=O)[nH]2)ccc1O	0	-1	1	1	-55	-23	-15	-4	-3	7	8
16	CCC(C(=O)OCC(=O)Nc1ccc(C(=O)Nc2ccc(OC)cc2)cc1)c1ccccc1 (stereo unspecified)	-2	-8	-3	0	-68	24	-20	-9	11	-41	14
17	c1ccc(COc2ncnc3c2ncn3CCCNCc2ccccn2)cc1	0	-19	-14	7	-30	7	-2	-6	-7	-24	-1
18	CN(Cc1ccccc1)c1ccc(N2C(=O)CCC2=O)cc1[N+](=O)[O-]	-1	-2	-5	4	-39	3	4	-3	-26	1	-16
19	Cc1ccc(CCC(=O)Nc2ncc(Cc3cccc(Cl)c3Cl)s2)o1	-9	23	-3	-1	-10	18	-7	5	-40	35	28
20	CCN(Cc1ccccc1)C(=O)c1ccccc1C	-6	-11	3	-1	20	-6	-37	26	9	3	0

Some of these compounds in order of the NR5A2 inv ag value, high to low.
cpd | Compound | NR5A2 inv ag
4 | CCCN(CCC)C(=O)C1CCCN1S(=O)(=O)c1cccc2nsnc12 (stereo unspecified) | 19
11 | CCCc1cc(C(=O)Nc2ccc(C(C)=O)cc2)no1 | 9
8 | O=C(COc1coc(CN2CCc3ccccc32)cc1=O)Nc1ccccc1 | -7

More entries
no.	structure	LMP1 NFkB inh	SRC3 inh	TLR9-MyD88 block	NOD2 RIPK2 PPI	NCOA2 inhibitor	TWEAK-Fn14 inh	NCOA1 inh	COUP-TFII inh	TRAIL sens C8	NR5A2 inv ag	TROY NFkB inh
21	O=C(CNC(=O)c1ccc(Cl)cc1Cl)OCc1ccccc1	0	-11	-10	4	-11	4	-15	-2	-4	-12	-6
22	CCCCN(CC)C(=O)Cn1cnc2ccc(S(=O)(=O)N3CCC(C)CC3)cc2c1=O	-3	22	4	0	-15	17	7	18	2	2	-8
23	OCCC1CN(Cc2cccc3c2OCO3)CCN1C1CCCC1 (stereo unspecified)	-7	5	2	-7	-17	5	4	-2	0	-8	8
24	CCNc1nc(NC(C)C)nc(SCCOc2ccc(C)cc2)n1	-18	8	-3	-1	-6	-14	-3	-2	9	13	11
25	CCC(C)(C)C1CCC(NC(=O)N2CCN(c3ccccc3O)CC2)CC1 (stereo unspecified)	1	9	13	-8	10	18	-28	-7	3	17	24
26	CC(=O)c1cccc(NC(=O)CSc2nc(=O)n(Cc3ccccn3)c3c2CCC3)c1	6	9	-3	-7	20	19	-84	19	-3	2	9
27	O=C(Cc1c[nH]c2ccccc12)N1CCN(S(=O)(=O)c2ccc(F)cc2)CC1	-11	9	0	-21	12	-19	11	15	-3	12	4
28	Cc1ccc(NC(=O)c2c(Cl)nc3ccccn23)cc1	9	-99	3	-11	-53	-2	-96	-10	10	-138	-27
29	COc1ccc(OCC(=O)Nc2ccc(NC(=O)c3ccccc3Cl)c(OC)c2)cc1	5	22	1	-5	-21	0	12	-3	0	8	26
30	COc1ccc(NC2=CC(=O)CC(c3ccccc3)C2)c(OC)c1 (stereo unspecified)	-2	22	-4	1	-43	21	0	3	-26	24	-17
31	O=C(COC(=O)/C=C/c1ccc(Cl)cc1Cl)NCCC1=CCCCC1	-5	10	1	-2	2	-4	4	21	4	7	-31
32	COCCN(C(=O)CCSc1ccc(F)cc1)c1c(N)n(Cc2ccccc2)c(=O)[nH]c1=O	-29	-2	-6	9	5	3	-1	1	3	22	-12
33	CN(C(=O)C1CCC(=O)N(CCCN2CCCC2=O)C1)C(C1CC1)C1CC1 (stereo unspecified)	-7	-15	-9	-46	-1	-15	5	-6	-14	0	6
34	O=C(CSc1nncs1)Nc1ccc(Cl)cc1C(F)(F)F	1	-8	5	3	20	10	-8	-3	-2	-9	-2
35	Cc1nc2nc(CC(=O)O)[nH]n2c(=O)c1[N+](=O)[O-]	-14	14	-14	3	-11	-8	11	15	-2	15	11
36	O=C(C[C@H]1CC[C@@H]2[C@H](COC[C@H](O)CN2Cc2cccc(C(F)(F)F)c2)O1)NCCc1ccccc1	x	x	x	-6	26	x	x	4	-19	48	x
37	Cc1sc(NC(=S)NC(=O)C(C)(C)C)c(C(N)=O)c1C	-19	-39	-1	-4	-37	-26	-50	-29	4	-71	-64
38	CCc1ccccc1S(=O)(=O)Cc1ccc(C(=O)NCc2ccc3c(c2)OCO3)o1	-1	17	-3	-20	24	-8	10	10	-11	-2	7
39	Cc1cc2nc(NC(=O)C3(C)CCCN(C(C)C)C3)[nH]c2cc1C (stereo unspecified)	x	-13	x	-6	3	-25	3	0	4	-27	-4
40	CC(C)(C)OC(=O)C[C@@H]1C/C=C\C[C@@H](CC(=O)N[C@@H](CO)Cc2ccccc2)C(=O)NC[C@@H](c2ccccc2)OC1=O	1	1	1	-3	19	2	-14	2	-9	-5	7
41	C/C(=N/O)c1ccc(Oc2cnccn2)cc1	1	4	10	0	-21	14	-15	-8	0	1	-7
42	CN1C(=O)[C@H]2[C@@H](/C=C/c3ccccc3)N3C(=O)CN(Cc4ccccc4)C(=O)[C@@]3(C)[C@H]2C1=O	0	10	-3	1	11	2	-5	31	-5	15	-7
43	COc1ccc([N+](=O)[O-])cc1N(CC(=O)NC(C(C)C)C(C)C)S(C)(=O)=O	-2	8	-4	-8	-2	-58	-23	7	-1	-19	4
44	CC(=O)CCC(=O)NCCc1ccccc1F	-16	-8	0	-5	-5	-9	-3	3	-15	-3	-12
45	COc1ccccc1C(=O)NN(C)C1=NS(=O)(=O)c2ccccc21	-1	7	0	3	6	-6	4	3	8	4	-9
46	CCC1(C)Cc2c(sc3[nH]c(=S)[nH]c(=S)c23)CO1 (stereo unspecified)	-2	-16	0	5	-8	16	12	12	-9	-19	-7
47	Cc1ccc(-c2nc(SCC(N)=O)c(C#N)c3c2CCCC3)cc1	-2	2	10	2	-10	4	-1	-11	3	32	18
48	O=C(c1cc(COc2ccc(F)cc2Cl)on1)N1CCCCC1c1cccnc1 (stereo unspecified)	-12	5	7	-3	-9	-30	-2	-10	9	-40	-32
49	Cc1ccc(S(=O)(=O)N2CCN(C(=O)C(C)Cn3cncn3)CC2)cc1 (stereo unspecified)	2	0	-4	0	-45	2	-24	-6	-5	24	-6
50	Cc1ccc(/C=N/NC(=O)c2nc3nc(C)cc(C)n3n2)cc1	4	13	5	2	-1	-2	6	-4	-2	12	5
51	COc1ccc(-c2noc(-c3ccccc3C(=O)NCC3CCCO3)n2)cc1 (stereo unspecified)	2	12	-4	9	-16	-4	-15	2	17	8	-39
52	CC(NC(=O)Cn1cnnn1)c1cccc(C(F)(F)F)c1 (stereo unspecified)	1	-3	-9	-5	3	0	-1	15	1	17	-32
53	O=c1c2ccccc2nnn1Cc1ccccn1	-17	17	-3	12	-35	-3	-6	-7	-11	-3	-7
54	CCc1cc2c(=O)c(-c3nc4ccccc4n3C)c(CCCC(=O)O)oc2cc1OC(=O)C(C)(C)C	-7	-12	2	-4	-20	19	-8	-5	-7	-3	-4
55	CCc1nc(SCC(=O)c2cccs2)c2oc3ccccc3c2n1	-2	-30	-3	2	-13	16	-5	3	23	5	-23
56	CC(Oc1ccc(Cl)cc1Cl)C(=O)Nc1cccnc1 (stereo unspecified)	0	3	1	-10	4	-1	-5	5	-16	-6	x
57	CC(NC(=O)/C(=C\c1ccco1)NC(=O)c1ccccc1Br)C(=O)O (stereo unspecified)	11	8	-3	-3	-2	0	-20	5	-7	6	13
58	COC(=O)Nc1cc(C(=O)c2ccc(Cl)cc2Cl)c[nH]1	1	-15	-12	-3	9	7	19	14	-5	-2	8
59	Cc1cccc2cc(CN(CC3CCCO3)C(=S)Nc3ccccc3)c(=O)[nH]c12 (stereo unspecified)	4	5	-4	-2	2	2	3	-4	15	0	-17
60	CC(C)Cn1c(=O)c(C(=O)N/N=C/c2cccc(F)c2)c(O)c2ccccc21	16	12	12	-4	9	40	7	-13	25	11	16
61	Cc1ccc(NC(=S)NCc2ccc3c(c2)cc(C)n3C)c(C)c1	-12	-6	1	6	-11	2	-1	-18	4	1	-6
62	CC1(C)CC(=O)C=C(NCc2ccncc2)C1	1	17	0	1	-8	7	2	-6	-29	22	0
63	Cc1cc2c(c(=O)o1)C(C(C)C)C(C#N)=C(N)O2 (stereo unspecified)	4	-8	-7	-1	-11	-7	-46	-30	10	-9	22
64	Cc1ccc(Cn2cc(CN3CC(N4CCN(CCO)CC4)CS3(=O)=O)nn2)cc1 (stereo unspecified)	x	x	x	2	1	28	x	-2	-5	16	-13
